# sEH inhibitor – inhibitors of human soluble epoxide hydrolase | P34913 | recombinant human sEH enzymatic activity assay | inhibition, % at 2 µM | 91,000 compounds, 0.34% hits; in the data active means inhibition above about 80%; further: values of inactives mirror those of a sister screen read the other way; many of its hits are not listed in these tables
# Target sequence (P34913 whole entry, looked up): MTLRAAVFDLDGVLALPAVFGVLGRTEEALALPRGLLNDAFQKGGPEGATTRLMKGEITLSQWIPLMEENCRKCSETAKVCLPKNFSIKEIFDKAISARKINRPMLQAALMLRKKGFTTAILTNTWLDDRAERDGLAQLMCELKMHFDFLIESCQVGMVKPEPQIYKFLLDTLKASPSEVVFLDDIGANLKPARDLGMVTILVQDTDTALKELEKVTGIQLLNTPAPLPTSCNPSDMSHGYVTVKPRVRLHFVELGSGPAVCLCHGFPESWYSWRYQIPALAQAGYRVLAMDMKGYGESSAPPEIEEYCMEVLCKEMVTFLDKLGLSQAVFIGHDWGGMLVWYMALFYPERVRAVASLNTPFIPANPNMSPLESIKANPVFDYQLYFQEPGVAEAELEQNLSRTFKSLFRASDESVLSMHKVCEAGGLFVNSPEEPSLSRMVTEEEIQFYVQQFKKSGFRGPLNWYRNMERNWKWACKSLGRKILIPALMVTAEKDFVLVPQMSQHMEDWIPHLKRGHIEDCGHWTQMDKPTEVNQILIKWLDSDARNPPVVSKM
# Ecoli WT expand – E. coli BW25113 growth inhibition, expanded screen; AID 710; growth inhibition, % at 100 µM; OD600 absorbance; 98,000 compounds, 0.15% hits;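 active means growth inhibition above about 50% at one test dose, limit read from the data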;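 further: growth measured after 20 h incubation at 37 °C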
# PostGolgi ctrl – growth of the yeast control strain, post-Golgi counter-screen | efflux-deficient yeast background strain, growth absorbance A615, 16 h | inhibition, % at 10 µM | 98,000 compounds, 5% hits
# Mac1 fbg inh – blocks human CD11b/CD18 adhesion to fibrinogen; P05107+P11215; AID 1497; 93,000 compounds, 0.54% hits; inhibition, % at 10 µM; K562 CD11b/CD18 adhesion to fibrinogen, ATPlite luminescence; Mn2+ added to activate the integrin;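 active means primary inhibition of 50% or more at 10 µM, then 40% or more on retest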; further: some results filed as inactive read as strong as hits
# S1P2 antag – blocks the human S1P2 receptor. inhibition, % at 5 µM. 97,000 compounds, 0.21% hits. O95136. cell-based S1P2 antagonist assay, inhibition at 5 uM; in the data active means inhibition above about 45%;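 further: CRE beta-lactamase reporter cells expressing human S1P2 stimulated with S1P; 0% = agonist at EC80 alone and 100% = agonist plus reference antagonist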
# sEH act – increases human soluble epoxide hydrolase activity | purified human sEH enzymatic activity, activator screen | activation, % at 2 µM | 91,000 compounds, 0.04% hits; in the data active means activation above about 37%; further: values of inactives mirror those of a sister screen read the other way
# PLAP activator – activators of human placental alkaline phosphatase | activation fold at 20 µM | purified PLAP enzyme, luminescent substrate read-out; active compounds read high | P05187 | 96,000 compounds, 1.2% hits; in the data active means activation fold above about 2
# Target sequence (P05187 whole entry, looked up): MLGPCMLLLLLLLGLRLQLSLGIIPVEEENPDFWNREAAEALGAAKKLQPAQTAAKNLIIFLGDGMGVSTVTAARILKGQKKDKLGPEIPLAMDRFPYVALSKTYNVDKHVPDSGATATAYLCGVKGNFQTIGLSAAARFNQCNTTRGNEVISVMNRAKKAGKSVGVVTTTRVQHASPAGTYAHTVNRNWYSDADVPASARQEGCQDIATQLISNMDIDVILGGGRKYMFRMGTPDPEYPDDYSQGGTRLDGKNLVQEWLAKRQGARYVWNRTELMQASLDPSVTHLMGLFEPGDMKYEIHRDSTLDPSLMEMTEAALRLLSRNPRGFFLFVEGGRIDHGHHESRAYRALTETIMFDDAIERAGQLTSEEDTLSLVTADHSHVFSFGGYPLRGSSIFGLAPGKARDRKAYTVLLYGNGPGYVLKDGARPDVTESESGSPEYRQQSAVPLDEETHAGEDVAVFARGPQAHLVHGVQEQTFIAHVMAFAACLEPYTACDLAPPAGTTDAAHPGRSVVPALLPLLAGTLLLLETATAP
# S1P2 ag – S1P2 (human) receptor agonism; O95136; S1P2-expressing cell line, agonist reporter read-out; activation, % at 4.5 µM; 97,000 compounds, 0.46% hits; AID 729; in the data active means activation above about 16%;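 further: 0% = vehicle low control and 100% = maximal reference agonist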
# PostGolgi yeast – growth inhibition of a yeast mutant, post-Golgi transport screen; post-Golgi transport phenotypic cell assay; inhibition, % at 10 µM; 98,000 compounds, 0.9% hits; AID 739;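 further: yeast cells grown in 1536-well plates; yeast grown about 18 h at 30C before absorbance read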
# An asterisk follows results filed as active; / = not tested or not shown. Unless noted, no stated cut-off is given here; in the data, active means inhibition above about 30%; inactive means the rest.
SMILES,sEH inhibitor,Ecoli WT expand,PostGolgi ctrl,Mac1 fbg inh,S1P2 antag,sEH act,PLAP activator,S1P2 ag,PostGolgi yeast
COC(=O)c1cccc(Oc2nc3c(c(=O)n(C)c(=O)n3C)n2C(C)C)c1,-31,-6,5,-13,-13,29,1,3,-11
Cc1nc2ncnn2c(C)c1CCC(=O)Oc1ccccc1,-19,-7,-1,-11,0,16,0.8,-1,2
Cc1ccc(-n2ncc3c(=O)[nH]c(SCC(=O)N4CCC(C)CC4)nc32)cc1C,/,-13,-3,-5,/,/,1.3,/,-8
Cc1ccc(C)c(NC(=O)CN(C)S(=O)(=O)c2ccccc2)c1,-10,-2,15,0,-6,11,0.9,2,13
N#CC1(c2ccccc2)CCCN1C(=O)c1ccc(Br)cc1 (stereo not drawn),1,0,6,-7,-7,-4,0.9,-2,0
Cc1csc(NC(=O)c2cnccn2)n1,/,7,-7,18,/,/,1.1,/,20
CC1(C)OC(=O)C(=NNc2ccc(O)cc2)C(=O)O1,15,7,5,6,6,-17,0.9,-9,-5
Cc1nn(Cc2ccc(C(=O)NC(C)(C)C)o2)c(C)c1Br,6,1,-5,74*,38,-8,1.3,-6,3
O=C(NC(C(=O)O)c1ccccc1)c1ccccc1 (stereo not drawn),13,-1,6,6,7,-10,1.1,-3,12
COc1ccc(-c2nc(CC(=O)O)cs2)cc1OC,-10,3,0,17,-12,13,0.9,-4,2
CC(=O)c1cc(C#N)c(SCc2ccccc2C#N)nc1C,7,/,/,/,-8,-1,/,-3,/
COc1ccccc1N1CC(C(=O)Nc2cccc(C(=O)O)c2)CC1=O (stereo not drawn),-6,3,1,-25,9,1,1.1,-3,5
CCc1nc(C)cn1S(=O)(=O)c1ccc(Cl)c(Cl)c1Cl,-4,7,17,44,-8,2,1.5,-3,-1
CCCS(=O)(=O)N1CCC(C(=O)NC2CCC(C)CC2)CC1 (stereo not drawn),/,-2,7,7,17,/,1,-7,-1
CCOC(=O)C1CCN(S(=O)(=O)c2cccc(-c3cn4ccccc4n3)c2)CC1,-9,-1,13,34,6,8,1.1,-7,10
CC(C)(C)c1ccc(OCC(=O)NCc2ccco2)cc1,-7,-1,8,-2,-12,7,0.8,-3,-12
O=C(c1nc(-c2ccccc2)n(-c2ccccc2)n1)N1CCCCCC1,/,4,9,-4,14,/,1.1,-7,1
CCOc1ccccc1C(=O)n1nc(C)cc1C,-3,13,9,/,38,7,1.1,-6,-8
COc1ccc2c(c1)c1nc3ccccc3nc1n2CCn1c(=O)oc2ccccc21,-3,-2,3,15,7,6,0.8,4,-3
CCOC(=O)c1c(C)nn(Cc2ccccc2)c1N,-4,6,11,4,-19,5,1.2,-6,-5
O=C1CN(Cc2ccccc2)C(=NCc2ccco2)S1,7,1,18,0,1,-6,1.1,-2,7
CC(C)CNC(=O)c1cc2nc(C3CC3)cc(C(F)(F)F)n2n1,-2,/,/,/,-11,4,/,-1,/
O=C(CN1CCC(Cc2ccccc2)CC1)Nc1ccc2c(c1)OCCO2,10,4,-8,-1,-23,-12,1.5,-4,7
CCOCC(=O)Nc1ccc(S(=O)(=O)N2CCOCC2)cc1,14,0,4,-36,13,-13,1.1,-4,1
Cc1ccc(C(=O)OCC(=O)Nc2ncc(Cl)cc2Cl)cc1NC(=O)c1ccco1,12,-3,0,-4,3,-11,1.5,-3,-5
# (more compounds)
SMILES,sEH inhibitor,Ecoli WT expand,PostGolgi ctrl,Mac1 fbg inh,S1P2 antag,sEH act,PLAP activator,S1P2 ag,PostGolgi yeast
Cc1c(C)c2c(C)[nH]nc2oc1=O,2,5,6,25,9,-2,1,-7,1
CCN(CC)CCn1c(OC)cc(=O)[nH]c1=O,-10,6,-2,/,-1,11,0.8,0,-8
COc1cc(C)nc(N(C)S(=O)(=O)c2ccccc2Cl)n1,2,2,20,4,-11,1,0.8,-5,-9
COc1ccc(CC(=O)Nc2ccc(OC)c(NC(=O)c3ccco3)c2)cc1,-4,-5,1,-14,9,5,0.8,-3,-3
COC(=O)C1=CN(c2cccc(C)c2)C=C(C(=O)OC)C1c1cc(OC)c(O)c([N+](=O)[O-])c1,-18,-10,67*,-8,-1,18,1.2,-1,-2
CCn1c(SCC(=O)N2CCOCC2)nc(O)cc1=O,/,-7,4,-6,-4,/,0.8,-2,-6
N#Cc1ccc(-c2ccc(F)cc2)nc1Sc1ccc(F)cc1,-15,-10,9,-10,8,16,1,-3,2
CCS(=O)(=O)N1CCN(c2ccccn2)CC1,-4,6,-3,-9,-2,4,0.9,-7,6
Cc1csc(NC(=O)C2CCCN(S(=O)(=O)c3ccc4c(c3)oc(=O)n4C)C2)n1 (stereo not drawn),2,-7,4,14,-1,-5,1.5,-3,1
CCOC(=O)c1c(C)n(CCNC(C)=O)c2ccc(O)cc12,-12,0,-5,5,-17,10,1,-1,4
CCCC(=O)Nc1ccc2c(c1)nc(CN1CCCC1)n2C,-10,5,-4,8,-28,8,0.8,-2,7
CCCc1cc(=O)[nH]c(SCC(=O)N(C)CC(=O)Nc2ccc(C)cc2)n1,-8,6,-3,-11,1,7,1.1,-6,2
COc1cccc(-c2nc(NCc3ccco3)c3ccccc3n2)c1O,4,/,/,/,-28,-3,/,-1,/
Cc1ccnc(N2CCN(c3cc(C)c(C#N)c4nc5ccccc5n34)CC2)c1,-11,/,/,/,-2,12,/,-8,/
CCCn1c(=O)c2c(nc(Br)n2CCC)n(C)c1=O,-12,0,3,-8,9,10,1.1,-4,-1
COc1ccccc1-n1cnc2cc(C(=O)NC3CCCC3)ccc21,-5,/,/,/,0,6,/,8,/
CCC(C)NC(=O)COc1ccc(S(=O)(=O)N2CCOCC2)cc1 (stereo not drawn),-13,-3,5,-1,-3,12,1.1,-3,-1
COc1ccc(CC2C(=O)OC(C)(C)OC2=O)cc1,1,3,4,-10,-6,2,0.9,-2,-6
C=CCn1nnc2sc3c(c2c1=O)CCC(C)C3 (stereo not drawn),-5,5,10,-23,-25,6,1.3,-3,4
CCN(CC(=O)NC(C)C)C(=O)c1ccc(S(=O)(=O)N(C)c2ccccc2OC)cc1,-11,5,18,9,26,11,1.3,-8,15
CCOC(=O)c1ccc(NC(=O)NC2CCN(CC(=O)NCc3ccc4c(c3)OCO4)CC2)cc1,49,4,-3,-16,13,-50,1.1,-15,18
Cc1cccc(-c2nc(C#N)c(N3CCCCCC3)o2)c1,0,2,29,23,-18,-1,0.8,-2,1
COc1ccc(OC)c(NC(=O)c2cnc3ccccn3c2=O)c1,-3,/,/,/,-5,0,/,-1,/
COc1cc2c(cc1OC)C1=NC(=O)CN1C(SCc1ccccc1)=N2,/,3,18,2,/,/,1.5,/,22
N#Cc1cccc(NC(=O)CCC2CCCC2)c1,14,20,6,-28,-3,-14,0.7,-5,-5

# Molecules listed so far that contain a Cl atom:
SMILES,sEH inhibitor,Ecoli WT expand,PostGolgi ctrl,Mac1 fbg inh,S1P2 antag,sEH act,PLAP activator,S1P2 ag,PostGolgi yeast
CCc1nc(C)cn1S(=O)(=O)c1ccc(Cl)c(Cl)c1Cl,-4,7,17,44,-8,2,1.5,-3,-1
Cc1ccc(C(=O)OCC(=O)Nc2ncc(Cl)cc2Cl)cc1NC(=O)c1ccco1,12,-3,0,-4,3,-11,1.5,-3,-5
COc1cc(C)nc(N(C)S(=O)(=O)c2ccccc2Cl)n1,2,2,20,4,-11,1,0.8,-5,-9

# Next part.
SMILES,sEH inhibitor,Ecoli WT expand,PostGolgi ctrl,Mac1 fbg inh,S1P2 antag,sEH act,PLAP activator,S1P2 ag,PostGolgi yeast
Cc1ccc(NC(=O)Cn2nnc(C(=O)Nc3ccc(C)c(C)c3)c2N)cc1,1,0,-3,21,5,0,0.9,-2,-20
COCCN1C(=O)c2ccccc2C(C(=O)NCCN(C)C)C1c1ccc(F)cc1 (stereo not drawn),11,11,13,11,17,-11,1.3,1,1
NC(=O)C1CCN(C(=O)c2cnn(-c3ccccc3)c2NC(=O)c2ccco2)CC1,5,-1,5,-10,5,-2,1.1,-1,1
O=C(Cc1c(C(=O)O)[nH]c2ccccc12)NCCN1CCN(c2ccccc2F)CC1,/,-7,26,-8,23,/,1.4,-2,5
COc1ccc(N2C(=O)CCC(C(=O)Nc3ccccn3)C2c2ccc(OC)c(OC)c2)cc1 (stereo not drawn),-11,0,1,-12,-4,10,1.4,-5,11
Cc1cc(C)nc(N2CCCC(C(=O)NCc3ccccc3)C2)n1 (stereo not drawn),10,/,/,/,-11,-8,/,0,/
COC(=O)c1ccc(C)c(NC(=O)CCSc2ccc(Cl)cc2)c1,17,-17,10,-7,27,-15,1.1,-10,10
O=C(Nc1cccc(OC(F)(F)F)c1)c1ccc(Br)o1,16,20,9,20,11,-16,0.6,-1,18
COc1ccc(S(=O)(=O)N(CC(=O)O)Cc2ccccc2)cc1OC,/,5,12,0,23,/,1.2,-8,-4
CCOc1cc(C2C(C(=O)N3CCCCC3)=C(C)NC3=C2C(=O)CC(C)(C)C3)ccc1O (stereo not drawn),/,8,3,/,12,/,1,-4,0
Cc1cc(N)c(NC2=CC(=O)CC(C)(C)C2)cc1C,3,0,-4,28,9,-4,1.1,-6,5
CN1C(=O)N(CN2CCCCC2)C2C1N(C)C(=O)N2CN1CCCCC1 (stereo not drawn),-3,2,-11,1,-28,1,1,-4,-4
CSc1nc(Oc2ccc(C)cc2)cc(C(F)(F)F)n1,4,-4,0,-8,14,-2,1,3,5
CC1(C)CC(=O)C(C=NCCc2ccc(S(N)(=O)=O)cc2)=C(O)C1,-19,3,3,37,-10,16,1,0,8
COc1ccc(F)cc1S(=O)(=O)N1CCN(Cc2ccc3c(c2)OCO3)CC1,13,7,24,1,3,-12,1.2,-5,2
CCc1cccc(NC(=O)CSC2=NS(=O)(=O)c3ccccc32)c1,9,-5,3,46,10,-10,0.9,-4,-7
Cc1ccc(S(=O)(=O)N(CCC(=O)O)Cc2ccc(Cl)cc2)cc1,-12,-5,-4,-4,2,12,1.5,-4,13
COC(=O)c1ccc(/C=C/C(=O)c2ccc(OC)c(OC)c2)cc1,5,-3,9,/,18,-2,0.9,-3,3
O=C(Nc1cccc(Cl)c1)Nc1nnc(-c2ccccc2)o1,/,2,5,/,22,/,1.1,-8,-6
CC1(C)CC(=O)C=C(Nc2ccc3c(c2)OCCO3)C1,-3,0,2,2,19,3,0.9,1,-11
CCN(CC)c1ccc(-c2nn3c(-c4ccccc4OC)nnc3s2)cc1,-23,-11,43*,84,3,20,1.4,4,11
O=C(c1ccc(Cl)cc1)c1ccc(CN2C(=O)c3ccccc3C2=O)o1,-15,-17,22,-20,4,14,0.9,-3,1
N#Cc1nc(Cc2ccccc2)oc1NCc1ccccc1Cl,/,30,46*,17,1,/,1.1,-6,17
Cc1cc(C)c2nc(SCC#N)cc(C)c2c1,/,-9,9,1,/,/,0.9,/,3
CCC(C)c1ccc(NC(=O)CC(C)=O)cc1 (stereo not drawn),4,6,8,-43,-30,-4,1.6,-2,-1
# Other records follow:
SMILES,sEH inhibitor,Ecoli WT expand,PostGolgi ctrl,Mac1 fbg inh,S1P2 antag,sEH act,PLAP activator,S1P2 ag,PostGolgi yeast
O=S(=O)(NCCc1ccccc1F)c1cccc(S(=O)(=O)N2CCOCC2)c1,/,3,0,-11,-1,/,1.7,-5,14
Cc1cccc(OCCOCCN2CCOCC2)c1C,13,3,-5,-1,11,-11,1,-3,-4
CCOc1cc(C(=O)O/N=C(\N)c2ccc([N+](=O)[O-])cc2)cc(OCC)c1OCC,-2,0,13,/,2,0,0.8,-4,-1
Cn1nc(C(F)(F)F)c2cc(C(=O)NC3CC3)sc21,-14,7,-4,-35,-13,11,1.2,-5,-6
Cc1cccc(NC(=O)CS(=O)(=O)Cc2ccccc2)n1,-1,4,4,9,8,4,0.8,-5,0
O=C(NC1CCCCC1)c1cc2nc3c(c(C(F)(F)F)n2n1)CCCC3,8,4,3,6,-25,-7,1.7,12,12
O=C(C1c2ccccc2C(=O)N2CCc3ccccc3C12)N1CCN(Cc2ccccc2)CC1 (stereo not drawn),-22,2,2,-9,-68,24,1.4,-3,20

# Reprinted at random: four compounds from above, in no set order.
SMILES,sEH inhibitor,Ecoli WT expand,PostGolgi ctrl,Mac1 fbg inh,S1P2 antag,sEH act,PLAP activator,S1P2 ag,PostGolgi yeast
CCOc1cc(C(=O)O/N=C(\N)c2ccc([N+](=O)[O-])cc2)cc(OCC)c1OCC,-2,0,13,/,2,0,0.8,-4,-1
O=S(=O)(NCCc1ccccc1F)c1cccc(S(=O)(=O)N2CCOCC2)c1,/,3,0,-11,-1,/,1.7,-5,14
Cn1nc(C(F)(F)F)c2cc(C(=O)NC3CC3)sc21,-14,7,-4,-35,-13,11,1.2,-5,-6
Cc1cccc(NC(=O)CS(=O)(=O)Cc2ccccc2)n1,-1,4,4,9,8,4,0.8,-5,0
